EBV LMP1 NFkB: reduces LMP1-driven NF-kappaB luciferase signal. LMP1-induced NF-kappaB luciferase reporter cells, luminescence. inhibition, % at 12.5 µM. 350,000 compounds, 0.69% hits; in the data active means inhibition above about 41%;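 further: 0% = neutral control wells and 100% = reference inhibitor control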
TLR9-MyD88 block: TLR9-MyD88 interaction inhibition; AID 504734; CHO BLA complementation TLR9-MyD88, CCF4 FRET ratio; Q9NR96+Q99836; 340,000 compounds, 0.21% hits; inhibition, % at 4.98 µM;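 active means inhibition above the mean over all tested compounds plus 3 SD, cut at about 21% in these data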;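 further: 0% = DMSO only wells and 100% = clavulanate BLA inhibitor control wells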
NR5A2 inv ag: suppresses constitutive activity of human LRH-1. O00482. AID 602396. inhibition, % at 3.6 µM. 360,000 compounds, 0.13% hits. HEK293T StAR-luciferase reporter, LRH-1 transfected, 24 h;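 active means inhibition above the mean inhibition of all tested compounds plus 3 SD, cut at about 73% in these data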;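 further: 0% = DMSO wells and 100% = reporter-only cells lacking LRH-1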
NCOA2 inhibitor: human SRC2 (NCOA2) inhibition. inhibition, % at 9 µM. HEK293 GAL4-SRC2 luciferase reporter, luminescence. Q15596. 370,000 compounds, 0.17% hits;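 active means inhibition above the mean inhibition of all tested compounds plus 3 SD, set per campaign, cut at about 52% in these data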;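 further: 0% = DMSO treated cells and 100% = cells given Gossypol at 36 µM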
NCOA1 inh: inhibits human SRC1 coactivator | Q15788 | HEK293 GAL4-SRC1 luciferase reporter, luminescence | inhibition, % at 3.6 µM | 360,000 compounds, 0.12% hits | AID 588354;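 active means inhibition above the campaign mean plus 3 SD, with each screening campaign given its own cutoff, cut at about 60% in these data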;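 further: 0% = DMSO treated cells and 100% = gossypol at 36 µM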
Target sequence (Q15788 whole entry, looked up, the tested form may be a part): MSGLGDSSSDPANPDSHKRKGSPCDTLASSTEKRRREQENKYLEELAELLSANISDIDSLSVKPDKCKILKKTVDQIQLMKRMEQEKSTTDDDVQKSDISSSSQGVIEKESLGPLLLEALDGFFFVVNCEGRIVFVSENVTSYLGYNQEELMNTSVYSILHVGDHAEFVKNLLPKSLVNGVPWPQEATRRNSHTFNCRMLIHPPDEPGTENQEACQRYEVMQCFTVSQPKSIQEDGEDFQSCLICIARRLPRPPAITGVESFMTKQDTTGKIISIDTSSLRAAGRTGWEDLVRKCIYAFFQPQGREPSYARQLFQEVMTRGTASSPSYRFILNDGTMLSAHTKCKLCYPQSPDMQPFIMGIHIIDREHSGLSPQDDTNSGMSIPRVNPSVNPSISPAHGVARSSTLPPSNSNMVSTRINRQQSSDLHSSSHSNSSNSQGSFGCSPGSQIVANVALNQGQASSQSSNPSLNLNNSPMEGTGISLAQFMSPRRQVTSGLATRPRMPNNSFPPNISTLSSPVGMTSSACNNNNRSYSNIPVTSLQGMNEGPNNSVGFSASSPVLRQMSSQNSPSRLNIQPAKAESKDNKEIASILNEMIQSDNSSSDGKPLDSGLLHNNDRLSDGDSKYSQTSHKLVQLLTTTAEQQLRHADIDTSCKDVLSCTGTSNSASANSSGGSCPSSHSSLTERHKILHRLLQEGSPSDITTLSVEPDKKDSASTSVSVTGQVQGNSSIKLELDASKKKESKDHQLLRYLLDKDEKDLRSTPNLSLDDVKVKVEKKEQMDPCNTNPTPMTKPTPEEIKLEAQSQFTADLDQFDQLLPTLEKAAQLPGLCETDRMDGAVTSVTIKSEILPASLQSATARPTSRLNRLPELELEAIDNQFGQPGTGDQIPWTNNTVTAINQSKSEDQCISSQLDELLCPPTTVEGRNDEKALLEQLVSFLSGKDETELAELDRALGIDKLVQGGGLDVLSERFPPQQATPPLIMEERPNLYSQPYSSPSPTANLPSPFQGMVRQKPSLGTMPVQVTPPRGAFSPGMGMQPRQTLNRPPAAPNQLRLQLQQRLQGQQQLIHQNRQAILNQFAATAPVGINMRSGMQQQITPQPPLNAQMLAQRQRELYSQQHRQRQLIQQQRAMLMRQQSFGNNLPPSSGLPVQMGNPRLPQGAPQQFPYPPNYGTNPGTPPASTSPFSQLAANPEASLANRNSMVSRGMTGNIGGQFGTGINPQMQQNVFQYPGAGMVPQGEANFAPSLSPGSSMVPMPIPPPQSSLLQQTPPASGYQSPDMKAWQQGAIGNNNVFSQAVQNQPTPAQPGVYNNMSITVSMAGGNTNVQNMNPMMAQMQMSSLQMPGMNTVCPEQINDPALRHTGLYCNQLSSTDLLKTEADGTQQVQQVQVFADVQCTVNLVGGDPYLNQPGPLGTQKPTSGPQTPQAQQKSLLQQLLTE
NOD2 RIPK2 PPI: blocks binding of human NOD2 to RIPK2; O43353; CHO BLA complementation NOD2-RIPK2, CCF4 ratio; inhibition, % at 4.98 µM; 360,000 compounds, 0.38% hits; AID 624267; in the data active means inhibition above about 21%;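 further: 0% = vehicle only and 100% = reference blocker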
NR2F2 inh: NR2F2 (human) inhibition, primary screen; P24468; HEK293T NGFI-A luciferase reporter, luminescence; inhibition, % at 8.6 µM; 370,000 compounds, 0.7% hits; AID 686940;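 active means inhibition above a per-plate cutoff, mean inhibition of test wells between control levels plus 3 SD, cut at about 38% in these data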;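 further: cells cotransfected with COUP-TFII expression vector driving the NGFI-A reporter; 0% = median of COUP-TF2 test wells and 100% = reporter-only cells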
TROY signal inh: blocks TROY-dependent signaling in reporter cells; Q293 LMP1-TROYcd NF-kB luciferase reporter, 4 h; inhibition, % at 10 µM; 360,000 compounds, 0.98% hits;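 active means compounds whose plate-normalised and pattern-corrected inhibition of the luciferase reporter signal at the single screening dose is 50% or more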
Vif imaging: HIV Vif inhibition; HEK293T cells, Vif self-association by quenched fluorescence, imaging, 24 h; inhibition, % at 7.49 µM; 340,000 compounds, 0.35% hits; in the data active means inhibition above about 50%, passing the limit was not always enough; further: some results filed as inactive read as strong as hits
SRC3 inh: human NCOA3 inhibition; Q9Y6Q9; HEK293 GAL4-SRC3 luciferase reporter, luminescence; inhibition, % at 3.6 µM; 360,000 compounds, 0.17% hits; AID 588352;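 active means inhibition above a per-campaign cutoff, the mean of all compounds plus 3 SD, cut at about 60% in these data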;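 further: 0% = DMSO-treated cells and 100% = gossypol-treated cells at 36 µM; higher means less SRC3-driven luciferase light from the GAL4 reporter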
C8 TRAIL sens: caspase-8 TRAIL sensitization; NB7+C8 cells + TRAIL, ATPlite viability luminescence; inhibition (viability loss, TRAIL sensitization), % at 10 µM; 360,000 compounds, 1% hits; AID 624354;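 active means compounds causing at least 50% loss of cell viability in the single-dose screen, relative to plate controls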
* marks the source's active call; other numbers are inactive results; . = no result given. The list is partial; the hit share may differ from the screen's.

SMILES	EBV LMP1 NFkB	TLR9-MyD88 block	NR5A2 inv ag	NCOA2 inhibitor	NCOA1 inh	NOD2 RIPK2 PPI	NR2F2 inh	TROY signal inh	Vif imaging	SRC3 inh	C8 TRAIL sens
CCn1nnc(-c2ccccc2NC(=O)c2ccc(-n3cnnn3)cc2)n1	5	-9	12	-21	7	-1	9	5	11	20	22
S=C(Nc1ccc(Cl)c(Cl)c1)NN1CCOCC1	-6	0	-10	-17	-3	7	0	-11	0	24	-8
COc1ccc(-n2ccnc2CN2CCN(C3CCCC3)C(CCO)C2)cc1 (stereo not drawn)	-2	0	11	12	1	-11	-12	10	-2	22	-14
Cc1c(Cl)cccc1Nc1nc(N)nc(CN2CCCCCC2)n1	-4	2	-11	7	3	-3	7	-15	0	1	-9
CC1CCCC(NC(=O)CSc2nnc(-c3cccnc3)n2N)C1C (stereo not drawn)	7	9	-5	-36	6	6	-3	2	8	-4	-4
Nc1ccc(-c2cc(NC=O)c3ncc(-c4cccc(C(F)(F)F)c4)n3c2)cn1	.	.	18	-18	-5	4	-20	14	33	-16	-4
CC(C)(C)OC(=O)C[C@@H]1C/C=C\C[C@@H](CC(=O)N(CCO)Cc2ccccc2)C(=O)N[C@H](Cc2c[nH]c3ccccc23)COC1=O	-1	4	19	-6	4	-6	13	-5	-11	2	1
Cn1c(C(=O)O)c(CC(=O)NCC2COc3ccccc3O2)c2ccccc21 (stereo not drawn)	-3	1	5	11	-15	-3	-3	-10	2	22	-7
COc1ccc(C2C(C(C)=O)=C(C)Nc3ncnn32)cc1 (stereo not drawn)	-3	-6	-12	24	-8	2	-10	10	11	-6	-5
Cn1cc(CNC(=O)C2CCC(=O)N(Cc3ccccc3F)C2)cn1 (stereo not drawn)	0	19	20	-23	4	1	0	-7	-2	16	-13
Cc1cc(C(=O)Nc2ccc(Nc3ccccc3)cc2)ccc1[N+](=O)[O-]	-25	-2	-17	-3	13	-5	2	-4	2	-8	2
COc1cc(/C=C/C(=O)OCC(=O)NCCc2ccc(S(N)(=O)=O)cc2)ccc1OCC#N	-3	1	3	-13	-15	5	7	-8	3	4	-5
O=C(O)CCC(=O)N1CCN(c2ncccn2)CC1	-5	-3	7	-1	7	-7	16	11	-18	23	-2
O=C(CCNS(=O)(=O)/C=C/c1ccccc1)NCCc1c[nH]c2ccccc12	-12	-5	8	11	-20	-6	10	-14	-19	-1	-5
CCOC(=O)N1CCN(C(=O)COc2ccc3ccccc3c2Br)CC1	-1	-17	-17	-21	-10	11	-8	-6	1	-2	11
CC(O)Cc1nsc(NC(=O)c2ccc(Br)o2)n1 (stereo not drawn)	5	2	-11	-4	-6	-5	-22	-12	1	-2	14
COCCNS(=O)(=O)c1cc(-c2nn(C)c(=O)c3ccccc23)ccc1C	-1	-3	6	-2	6	-4	1	-4	3	10	-14
COc1ccc(NC(=O)COC(=O)CC23CC4CC(CC(C4)C2)C3)c([N+](=O)[O-])c1	-7	-1	-4	2	-22	7	2	10	-2	5	-7
Cc1ccc(-c2nnn(CC(=O)NCC3CC3)n2)o1	0	0	1	-16	7	4	-1	9	-8	-6	-4
CNS(=O)(=O)c1ccc(OC)c(-c2nnc3c4ccccc4c(C)nn23)c1	11	-3	25	-3	-6	-13	-6	-12	8	-13	-5
COc1ccc(NC(=O)CSc2nnc(-c3ccccn3)n2N)c(OC)c1	-1	-7	14	-4	1	-5	-3	-3	-9	-4	-7
Cc1ccccc1-n1c(SCC(=O)N2CCC(C(=O)O)CC2)nnc1-c1ccncc1	-3	6	20	-8	17	4	4	3	0	15	-1
Cc1ccc(S(=O)(=O)c2nnn3c2nc(N2CCN(c4ccccn4)CC2)c2ccccc23)cc1	-2	-4	4	11	9	-4	-6	-15	-22	-25	-1
COc1ccccc1CNC(=O)N/C=C/c1ccc(Cl)cc1	-3	12	-1	-5	1	-5	-10	2	-9	-2	-6
Cc1ccc(S(=O)(=O)N2CCC[C@H]2C(=O)OCC(=O)Nc2ccc3c(c2)OCO3)cc1	3	-10	-9	6	-16	-6	-16	4	-33	-2	3
COc1cccc(NC(=O)CN(C)CC(=O)NC(C)c2ccccc2)c1 (stereo not drawn)	-3	6	12	-18	-13	-3	6	12	16	13	-14
CCc1ccccc1NC(=O)c1cc2sccc2n1C	-18	7	5	-42	5	4	-12	-20	3	-18	2
Cc1cc2c(cc3c(=O)n(CC(=O)NCCCN4CC(C)CC(C)C4)ncn32)s1 (stereo not drawn)	2	-12	-13	2	-17	7	-8	-21	4	7	-18
Cn1c(SCc2ccccc2C#N)nc2ccccc2c1=O	6	-3	-2	3	12	2	-24	17	11	-13	4
Cc1ccc(NS(=O)(=O)c2cccc([N+](=O)[O-])c2)nc1	-3	-2	10	-18	2	-4	5	-4	11	-14	0
CCCCCCCCN1C(=O)[C@H](CC(=O)NCc2cccc(C(F)(F)F)c2)C[C@@]2(C(=O)OC)CC(C)(C)CC=C12	.	.	29	6	.	-3	9	.	.	.	3
COc1ccc(NC(=O)COc2ncnc3ccccc23)cc1S(=O)(=O)N1CCOCC1	-6	5	7	18	18	-4	-9	-1	5	9	-11
Cn1c(CCNC(=O)c2ccc(Cl)c(Cl)c2)nnc1SCc1ccc(Cl)c(Cl)c1	-19	-3	1	5	10	6	-8	20	2	-7	1
Cn1cccc1C(=O)OCC(=O)N1CCN(c2ccccc2)CC1	-5	-11	44	4	-13	-9	-24	-17	-3	-4	3
CC(=O)Nc1ncnc2c1c(-c1ccc(Cl)cc1)nn2C(C)(C)C	18	-5	-3	-10	-10	-1	1	-7	-1	-40	-5
Cc1cccc(N2CCN(Cc3nc(-c4cccc(Oc5ccccc5)c4)oc3C)CC2)n1	3	-5	-22	7	-9	-14	-3	-3	-8	4	-3

Complete entries from above:
`CC(=O)Nc1ncnc2c1c(-c1ccc(Cl)cc1)nn2C(C)(C)C` is listed as EBV LMP1 NFkB: 18; TLR9-MyD88 block: -5; NR5A2 inv ag: -3; NCOA2 inhibitor: -10; NCOA1 inh: -10; NOD2 RIPK2 PPI: -1; NR2F2 inh: 1; TROY signal inh: -7; Vif imaging: -1; SRC3 inh: -40; C8 TRAIL sens: -5
`Cn1cccc1C(=O)OCC(=O)N1CCN(c2ccccc2)CC1` is listed as EBV LMP1 NFkB: -5; TLR9-MyD88 block: -11; NR5A2 inv ag: 44; NCOA2 inhibitor: 4; NCOA1 inh: -13; NOD2 RIPK2 PPI: -9; NR2F2 inh: -24; TROY signal inh: -17; Vif imaging: -3; SRC3 inh: -4; C8 TRAIL sens: 3

(continued)
SMILES	EBV LMP1 NFkB	TLR9-MyD88 block	NR5A2 inv ag	NCOA2 inhibitor	NCOA1 inh	NOD2 RIPK2 PPI	NR2F2 inh	TROY signal inh	Vif imaging	SRC3 inh	C8 TRAIL sens
CCCCN1C(=O)C(CC(=O)NCCCN(C)C)CC(C(=O)N(C)C)=C1C (stereo not drawn)	-1	2	-11	-5	3	-4	-3	-21	3	-5	-13
CCOC(=O)Cc1csc(NC(=O)COc2ccccc2OC)n1	0	4	6	-17	-1	-8	-1	3	1	6	5
Nc1nc(-c2cccnc2)nn1C(=O)Cc1ccccc1	-3	-5	12	8	2	-1	3	18	-1	-17	4
CCN1C(=O)[C@@H]2[C@H](C1=O)[C@@H]1C(=O)Nc3ccccc3C(=O)N1[C@@H]2c1ccccc1	1	-2	-6	1	2	2	10	-4	.	7	-11
CCc1ccccc1NC(=O)CSc1nnc([C@@H]2CCCN2C(=O)OC(C)(C)C)o1	-13	-4	45	26	-58	-8	-3	1	1	-5	-18
CCCNC(=O)c1cc(C2CCCCN2C(=O)c2ccc(NC(C)=O)cc2)on1 (stereo not drawn)	.	.	2	7	-14	3	-11	-12	3	2	0
CCCN(CC(=O)Nc1ccccc1C)C(=O)c1ccc2[nH]c3c(c2c1)CC(C)CC3 (stereo not drawn)	-38	2	0	-3	-58	6	-12	11	-6	-10	21
CCCCOCCOC(=O)C1OC1(C)c1ccccc1 (stereo not drawn)	-1	-15	-4	0	3	-2	-9	-4	-5	3	10
C=CCn1c(SCC(=O)c2c(N)n(C)c(=O)n(C)c2=O)nc2sc(C)c(C)c2c1=O	3	2	-3	3	-14	-11	-4	-6	6	13	11
CCOC(=O)C1CCN(c2nnc(N3CCCC3=O)s2)CC1	-9	-16	-36	-29	-142	-3	-16	-59	-12	-30	-6
CCOC(=O)c1c(/N=C/N(C)C)sc(C)c1C	2	1	8	22	-8	-4	2	2	9	-4	-9
COCCn1c(=O)[nH]c2cc(C(=O)N3CCN(c4cccc(Cl)c4)CC3)ccc2c1=O	6	10	11	19	4	5	23	7	2	-2	7
Cn1c(N)c(C(=O)COC(=O)c2cc3ccccc3cc2O)c(=O)n(C)c1=O	3	-6	12	15	-32	-13	-6	-13	3	0	-4
O=C(c1ccccc1N(Cc1ccccc1)S(=O)(=O)c1ccccc1)N1CCOCC1	-2	-1	0	6	-77	2	-7	18	7	4	-23
C/C(=N/NC(=O)c1ccc2c(c1)OCO2)c1ccc(Br)s1	-21	0	-80	-94	-61	-4	-7	0	-1	-47	7
O=C(NCc1ccco1)c1cc(Cl)nc(Cl)c1	-8	5	2	1	-84	-2	-1	3	-11	11	-3
CCOC(=O)/C=C1\SCC(=O)N1CC(=O)Nc1ccc(OC)c(OC)c1	-6	2	11	2	-10	-5	9	-10	3	8	-9
Cc1cc(=O)n2c(n1)OC(CO)C2 (stereo not drawn)	-1	-8	16	-10	-15	-12	-3	-8	12	-7	-21
CCOc1ccccc1NS(=O)(=O)c1ccc2c(c1)n(C)c(=O)c(=O)n2C	-3	-7	-7	-11	-25	-7	-7	1	2	8	4
CC1=CC(c2ccccc2)=NS(=O)(=O)N1	-1	7	5	-14	5	2	-8	-6	-9	16	6
O=C1CC(N2CCC(c3nc4ccccc4[nH]3)CC2)C(=O)N1c1cccc(F)c1 (stereo not drawn)	-1	-6	-5	6	-7	-10	7	2	-5	-3	-1
CC(C)COC(=O)N(C)C[C@H]1OCc2cnnn2CCCC(=O)N([C@@H](C)CO)C[C@H]1C	-2	-7	-4	-14	6	-7	-9	-24	1	-9	-1
O=C(CSCc1ccccc1Cl)NN=C1CCCCCC1	-3	6	-17	-4	-2	-2	-9	-6	.	15	-1
Cc1cc(C(=O)N/N=C/c2ccc(O)c([N+](=O)[O-])c2)c(C)n1-c1ccc(F)cc1	4	-1	-62	1	-12	7	4	44	2	1	25
CC(=O)N1SC(N)=NC1c1ccccc1 (stereo not drawn)	-2	3	12	-21	-2	-6	7	0	17	8	-11
O=C(O)CC(Cc1ccc(Cl)cc1)C(=O)NCc1ccccc1 (stereo not drawn)	-1	-11	14	-7	-6	4	-7	15	2	8	-6
Cn1cnnc1SCC(=O)N1CCC(Cc2ccccc2)CC1	1	-2	-16	-19	7	-8	10	-20	-3	-1	-7
COc1ccc(CCNC(=O)c2ccc3c(SCC(=O)O)c4c(nc3c2)CCCC4)cc1OC	-7	-10	-10	3	-1	-10	5	12	2	9	-4
CCCOc1ccc(C(=O)Nc2ccc(N(C)C)cc2)cc1	11	-11	-59	-9	-65	-2	-1	-43	.	-42	43
C/C(=C\c1cccs1)C(=O)c1c(C)cc(C)[nH]c1=O	-3	-1	12	18	-14	-13	3	11	10	-12	6
Cc1nc(CSc2nnc(C)s2)cs1	4	1	-4	17	8	4	17	8	8	0	3
Cc1ccc(C(=O)OCC(=O)NCc2ccc3c(c2)OCO3)s1	-1	3	-2	-23	-6	0	14	-18	5	15	-3

Screens deposited in PubChem by several laboratories.
